# Hsp90 inh: displaces geldanamycin probe from tumor Hsp90 | 64,000 tested, 0.35% active | inhibition, % at 30 µM | P07900 | NCI-N417 lysate Hsp90, Cy3B-geldanamycin FP displacement | AID 429;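 active = inhibition above 50%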;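 note: 0% = tracer plus lysate wells and 100% = tracer alone without lysate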
# MKP-1 inh: blocks human MKP-1 phosphatase activity; 65,000 tested, 0.15% active; inhibition, %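 (compounds tested at a single concentration somewhere between 10 and 100 µM)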; recombinant MKP-1, OMFP hydrolysis fluorescence;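 active = inhibition above about 50%, limit read from the data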;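 note: 0% = DMSO max control wells and 100% = wells with enzyme stopped by NaOH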
# Target sequence (P28562 whole entry, looked up): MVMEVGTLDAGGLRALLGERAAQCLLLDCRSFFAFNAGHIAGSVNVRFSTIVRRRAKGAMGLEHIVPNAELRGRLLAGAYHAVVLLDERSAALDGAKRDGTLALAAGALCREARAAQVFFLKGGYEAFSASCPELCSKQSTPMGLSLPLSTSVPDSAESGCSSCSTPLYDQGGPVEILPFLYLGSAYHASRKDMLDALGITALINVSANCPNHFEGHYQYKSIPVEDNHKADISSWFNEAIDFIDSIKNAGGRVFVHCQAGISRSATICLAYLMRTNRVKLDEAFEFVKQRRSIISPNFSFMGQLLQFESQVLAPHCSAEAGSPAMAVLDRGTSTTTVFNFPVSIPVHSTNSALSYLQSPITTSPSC
# Cdc25B inh: inhibitors of human Cdc25B phosphatase. P30305. AID 368. 65,000 tested, 0.1% active. recombinant Cdc25B, OMFP fluorescence Ex485/Em525. inhibition, %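 (compounds tested at 10 µM final in the well)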; in the data active = inhibition above about 50%
# Target sequence (P30305 whole entry, looked up): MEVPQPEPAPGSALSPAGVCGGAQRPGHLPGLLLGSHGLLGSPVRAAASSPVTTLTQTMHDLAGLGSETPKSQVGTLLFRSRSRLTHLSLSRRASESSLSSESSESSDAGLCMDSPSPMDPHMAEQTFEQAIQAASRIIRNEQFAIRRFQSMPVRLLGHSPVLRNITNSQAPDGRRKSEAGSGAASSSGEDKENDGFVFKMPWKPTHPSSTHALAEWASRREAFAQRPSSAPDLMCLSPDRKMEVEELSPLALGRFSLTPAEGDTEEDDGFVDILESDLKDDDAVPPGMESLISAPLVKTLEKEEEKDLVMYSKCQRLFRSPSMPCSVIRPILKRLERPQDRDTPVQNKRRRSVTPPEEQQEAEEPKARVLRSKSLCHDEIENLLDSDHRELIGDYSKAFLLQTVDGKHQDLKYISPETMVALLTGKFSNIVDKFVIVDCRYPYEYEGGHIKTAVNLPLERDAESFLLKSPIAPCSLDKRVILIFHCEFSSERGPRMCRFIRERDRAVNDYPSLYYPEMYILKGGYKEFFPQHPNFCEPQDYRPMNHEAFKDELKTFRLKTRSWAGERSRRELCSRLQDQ
# FXIIa inh mix: inhibitors of human coagulation factor XIIa, pooled mixtures. 62,000 tested, 0.2% active. inhibition, % at 5 µM. purified FXIIa, fluorogenic substrate. P00748. AID 684;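 note: 0% = enzyme without compound and 100% = no enzyme blank; some results filed as inactive read as strong as hits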
# FXIa mix inh: factor XIa (human) inhibition, mixture screen; purified FXIa, fluorogenic substrate, pooled mixtures; inhibition, % at 5 µM; P03951; 62,000 tested, 0.19% active; AID 680;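 note: each value is inhibition by a whole ten-compound pool holding the compound; 0% = enzyme with no mixture and 100% = wells lacking enzyme; strong numbers were not always called active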
# JNK3 blocker: JNK3 (human) kinase inhibition | purified JNK3 kinase activity, HTS | 60,000 tested, 0.61% active | AID 746 | P53779 | inhibition, % at 8 µM; in the data active = inhibition above about 17%;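 note: 0% = DMSO and 100% = reference inhibitor; many of its hits are not listed in these tables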
# MMP13 inh: inhibitors of human MMP13. P45452. MMP-13 fTHP FRET cleavage, Mca fluorescence. inhibition, % at 4 µM. 65,000 tested, 0.07% active;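 active = inhibition above the mean of compound-free control plate wells plus 3 SD, cut at about 14% in these data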;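 note: 0% = DMSO wells and 100% = wells with reference MMP-13 inhibitor after basal subtraction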
# AP complement: alternative pathway complement inhibition, orthogonal assay | Human serum alternative complement pathway, LPS-coated ELISA, C3 deposition; tested in compound mixtures | inhibition, % at 5 µM | 62,000 tested, 0.08% active | AID 1235;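 active = inhibition above 30% in each of the two pooled mixtures holding the compound, so the lower value exceeds 30%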;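 note: 0% = serum in Mg-EGTA without compound and 100% = EDTA serum blank; some compounds past the cut are filed as inactive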
#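 Test system: human serum alternative complement pathway, C3 deposition on LPS-coated wells; also added: Plate-bound LPS; doses: 5 µM per compound in ten-compound mixtures; schedule: 1 h at 37 °C; detection: Anti-C3 ELISA, OD 450 nm; evaluation: percent inhibition of C3 deposition onto LPS; repeats: two pool placements per compound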
# Abs 340nm: compounds absorbing at 340 nm | compound absorbance at 340 nm, fold over control | fold change at 10 µM | 65,000 tested, under 10 active | AID 708;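 active = at 10 µM dose, initial 340 nm absorbance at least 2 fold that of control wells; inactive = change under 2 fold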;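 note: initial absorbance extrapolated from kinetic A340 decline of NADH oxidation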
# Starred values were filed as active, the others as inactive; · = not tested or not shown; [ ] = another dose, or the depositor's remark. Cut-off read from the data, not from the text of the source, unless noted: active = inhibition above about 20% (passing the limit was not always enough); inactive = the rest.
entry	SMILES	Hsp90 inh	MKP-1 inh	Cdc25B inh	FXIIa inh mix	FXIa mix inh	JNK3 blocker	MMP13 inh	AP complement	Abs 340nm
1	O=C(CCc1ccc(S(=O)(=O)N2CCOCC2)cc1)OCc1nc2ccccc2s1	-2	31	-14	4	1	-4	-1	4	1
2	Cc1cc(=O)[nH]c2cc(Cl)ccc12	0	-5	-5	3	2	-1	-22	-4	1.1
3	CCOC(=O)CSc1nc2ccc(N3CCOCC3)cc2c(=O)n1Cc1ccc2c(c1)OCO2	0	29	-11	2	-3	·	-37	16	1
4	Cc1ccc(CN(Cc2cccnc2)C(=O)CN2C(=O)COc3ccccc32)o1	0	-3	7	8	5	-2	1	9	1
5	CCCc1c(O)nc(SC2CC(=O)N(c3cc(OC)ccc3OC)C2=O)[nH]c1=O (stereo not given)	0	-19	2	-2	6	2	5	-4	1
6	CCOC(=O)C1CCCN(CCC(=O)Nc2ccc(F)c(F)c2)C1 (stereo not given)	-1	26	-12	16	3	-4	4	6	1
7	COc1ccccc1OCCSc1ncnc2nc[nH]c12	2	-14	5	2	-1	-6	4	2	0.96
8	CCOC(=O)C1(CC)NC(c2cccc(F)c2)C2C(=O)N(CC)C(=O)C21 (stereo not given)	5	-7	3	10	2	5	-2	8	0.98
9	COc1cc(C)c(CN2CCCCC2CO)cc1C (stereo not given)	-2	0	-11	8	-3	2	-6	-8	1
10	O=C(NC1CCCCC1)N(Cc1cc2cc3c(cc2[nH]c1=O)OCCO3)CC1CCCO1 (stereo not given)	1	2	-7	-10	11	-8	-39	-11	1.1
11	COc1ccc(NC(=O)c2ccc(CN3CCN(c4ccccc4)CC3)cc2)cc1	-4	5	-8	1	11	-2	-1	1	1
12	COc1cccc2cc(C(=O)N3CCN(c4ncccn4)CC3)c(=O)oc12	-11	-5	-2	2	5	6	4	18	1.1
13	CN1CCN(C(=O)c2cc(-c3ccccc3)on2)CC1	3	-2	2	11	3	3	6	-4	1
14	CCCC(=O)c1c(C)c2ccccc2n1C	-1	11	-7	2	4	5	2	-2	1.1
15	COC(=O)CSc1nc2cc(C)cc(C)c2cc1C#N	-7	1	-3	4	0	3	2	-2	1
16	CC(C)C(NS(=O)(=O)c1ccc2c(c1)oc(=O)n2C)C(=O)N1CCN(Cc2ccccc2)CC1 (stereo not given)	-2	11	-9	1	3	5	-2	27	1
17	COc1n[nH]c2nncnc12	-3	-4	-11	3	5	0	-2	0	0.99
18	Cc1ccc(Nc2c3c(nc4ncnn24)CCC3)cc1	-9	1	-3	-12	8	·	4	8	1.1
19	COc1ccc(S(=O)(=O)Nc2nc(C(F)(F)F)cs2)cc1	0	-3	17	-2	4	-2	-2	6	1
20	CCOC(=O)[C@@H]1CCNC[C@@H]1c1ccccc1	0	4	2	1	9	-10	6	11	1
21	COc1ccccc1NC(=O)CSc1ncn[nH]1	-1	7	-10	1	4	3	-3	-16	1.1
22	Cc1cccc(C2CC(c3ccc(Br)cc3)Nc3nc(N)nn32)c1 (stereo not given)	-5	9	-14	3	-1	·	·	13	0.99
23	CCCn1nc(C(=O)N2CC(=O)Nc3ccccc32)c2ccccc2c1=O	-1	23	-16	11	5	13	-4	3	0.99
24	Cn1c(=O)c2c(nc(CN3CCc4ccccc4C3)n2Cc2ccccc2)n(C)c1=O	-17	11	-5	·	·	-10	-6	·	1
25	CCOC(=O)N1CCN(C(=O)c2c(O)c3cccc4c3n(c2=O)CC4)CC1	-1	2	-12	0	12	0	-3	-2	1
26	Cc1nc(N[C@@H](Cc2c[nH]c3ccccc23)C(=O)O)c2oc3ccccc3c2n1	·	21	-10	1	-1	·	-2	5	1.1
27	Cc1cc2nc(C)n(CCCNC(=O)Nc3ccc(C#N)cc3)c2cc1C	1	10	-4	8	4	6	8	14	1
28	CCSc1nnc(NC(=O)CSc2nc3c(c(=O)n2CCOC)SC(C)C3)s1 (stereo not given)	0	4	-10	0	5	2	9	3	1.1
29	Clc1ccc(SCCCCn2ccnc2)cc1	0	-14	-12	3	0	-4	-8	4	1
30	COc1cccc(C(=O)NCCn2ccc3ccccc32)c1	-1	-13	-14	4	4	-3	-2	15	1
31	COc1ccccc1N1CCN(C(CNS(=O)(=O)c2ccc(C)cc2)c2cccnc2)CC1 (stereo not given)	0	-16	-4	-7	7	·	6	11	1.1
32	Oc1ccc(-c2n[nH]c(=S)n2Cc2ccccc2)cc1	2	0	6	3	-4	1	4	0	1
33	O/N=C1\CC2(Cc3nonc31)OCCO2	-4	-14	-18	1	0	2	-10	-3	0.98
34	COC(=O)c1[nH]c2ccc(Br)cc2c1NC(=O)CN1CCN(C2CCCCC2)CC1	-3	9	2	2	10	-4	-6	22	1
35	COc1ccc(-c2csc(Cc3nnc4n3CCCCC4)n2)cc1	0	3	4	0	-1	1	-5	9	1
36	Cn1c(=O)oc2cc(S(=O)(=O)N3CCC4(CC3)OCCO4)ccc21	-1	14	2	-10	-3	-3	2	35	1
37	Cc1noc(C)c1C(=O)NCc1cccs1	-5	15	-2	0	3	-5	1	10	1
38	COc1ccc(C(=O)N2CCN(C(C)=O)CC2)cc1S(=O)(=O)NCc1ccc(Cl)cc1	-1	16	2	2	-3	3	2	-18	0.99
39	CCOC(=O)N1CCC(NC(=O)C2CCN(S(=O)(=O)N3CCCC3)CC2)CC1	2	0	15	-6	8	1	5	19	0.96
40	Cc1cc(OCCCCCNCCO)cc(C)c1Cl	0	-2	-2	-3	-6	0	-2	11	1
41	CC(C)c1ccc(NC(=O)C2CCN(S(C)(=O)=O)CC2)cc1	1	10	-4	-3	1	-6	-24	-3	1
42	CCOC(=O)N1CCC(NC(=O)c2ccc(CS(=O)(=O)c3c(Cl)cccc3Cl)o2)CC1	-1	2	-7	3	5	-5	2	16	1
43	Cc1cc(C)nc(SCCn2c(N3CCCCC3)nc3c2c(=O)n(C)c(=O)n3C)n1	-1	-5	-4	-4	8	·	4	24	1
44	COc1cc(OC)c(C(=O)COc2ncnc3ccccc23)c(OC)c1	0	38	8	13	3	2	-1	9	1.1
45	CCc1ccc2oc(=O)cc(CN(C)Cc3ccccc3)c2c1	-4	19	0	6	11	-7	8	-2	1.1

# Another view of some results above:
30	COc1cccc(C(=O)NCCn2ccc3ccccc32)c1
31	COc1ccccc1N1CCN(C(CNS(=O)(=O)c2ccc(C)cc2)c2cccnc2)CC1 (stereo not given)
32	Oc1ccc(-c2n[nH]c(=S)n2Cc2ccccc2)cc1
33	O/N=C1\CC2(Cc3nonc31)OCCO2
34	COC(=O)c1[nH]c2ccc(Br)cc2c1NC(=O)CN1CCN(C2CCCCC2)CC1
screen / no. | 30 | 31 | 32 | 33 | 34
Hsp90 inh | -1 | 0 | 2 | -4 | -3
MKP-1 inh | -13 | -16 | 0 | -14 | 9
Cdc25B inh | -14 | -4 | 6 | -18 | 2
FXIIa inh mix | 4 | -7 | 3 | 1 | 2
FXIa mix inh | 4 | 7 | -4 | 0 | 10
JNK3 blocker | -3 | · | 1 | 2 | -4
MMP13 inh | -2 | 6 | 4 | -10 | -6
AP complement | 15 | 11 | 0 | -3 | 22
Abs 340nm | 1 | 1.1 | 1 | 0.98 | 1

# Among those listed so far, eight contain an aryl thioether with sulfur outside any ring:
entry	SMILES	Hsp90 inh	MKP-1 inh	Cdc25B inh	FXIIa inh mix	FXIa mix inh	JNK3 blocker	MMP13 inh	AP complement	Abs 340nm
3	CCOC(=O)CSc1nc2ccc(N3CCOCC3)cc2c(=O)n1Cc1ccc2c(c1)OCO2	0	29	-11	2	-3	·	-37	16	1
5	CCCc1c(O)nc(SC2CC(=O)N(c3cc(OC)ccc3OC)C2=O)[nH]c1=O (stereo not given)	0	-19	2	-2	6	2	5	-4	1
7	COc1ccccc1OCCSc1ncnc2nc[nH]c12	2	-14	5	2	-1	-6	4	2	0.96
15	COC(=O)CSc1nc2cc(C)cc(C)c2cc1C#N	-7	1	-3	4	0	3	2	-2	1
21	COc1ccccc1NC(=O)CSc1ncn[nH]1	-1	7	-10	1	4	3	-3	-16	1.1
28	CCSc1nnc(NC(=O)CSc2nc3c(c(=O)n2CCOC)SC(C)C3)s1 (stereo not given)	0	4	-10	0	5	2	9	3	1.1
29	Clc1ccc(SCCCCn2ccnc2)cc1	0	-14	-12	3	0	-4	-8	4	1
43	Cc1cc(C)nc(SCCn2c(N3CCCCC3)nc3c2c(=O)n(C)c(=O)n3C)n1	-1	-5	-4	-4	8	·	4	24	1

# (further entries)
entry	SMILES	Hsp90 inh	MKP-1 inh	Cdc25B inh	FXIIa inh mix	FXIa mix inh	JNK3 blocker	MMP13 inh	AP complement	Abs 340nm
46	O=C(NCCc1cn2ccccc2n1)C1CCCCC1	-3	9	-10	1	4	0	-16	18	1.1
47	CCN(CC)C(=O)CSc1nc(O)cc(=O)n1C	-2	6	-5	4	2	2	4	5	1
48	CC(C)(C)NC(=O)Cn1c(SCC(=O)NC2CCCCC2)nc2ccccc21	-1	4	-13	6	5	2	-5	17	1
49	COc1cc(NC(=O)C2CCN(S(=O)(=O)c3ccc(Cl)cc3)CC2)ccc1-n1cnnn1	4	17	4	7	4	-3	1	9	1
50	COC(=O)c1cc(S(=O)(=O)N2CCOCC2)ccc1Sc1ccccc1N	-6	32	1	9	2	·	1	8	1
51	CCn1c(CNc2ccccc2Cl)nnc1SCC(=O)NCc1ccccc1	-7	-13	-20	-6	1	0	-4	22	1
52	CCn1c(=Nc2ccc(N3CCOCC3)cc2)ccc2ccccc21	4	10	-2	-1	3	-3	4	9	1.1
53	COc1ccc(-c2cc(N3CCCC3)n3ncnc3n2)cc1	-3	-3	-13	2	1	·	-4	1	1
54	CS(=O)(=O)N1CCN(c2ccccc2NC(=O)c2cccs2)CC1	-3	8	-10	7	3	-2	-2	15	1
55	CCC(C)(C(=O)NC1CCCC1)N(C(=O)c1ccccn1)c1ccccc1 (stereo not given)	-2	2	-1	1	8	1	0	18	0.98
56	Cn1c(=O)c2c(nc(CN3CCOCC3)n2Cc2ccccc2)n(C)c1=O	-2	13	3	·	·	2	-4	·	1
57	O=c1[nH]c(SCCOc2ccccc2)nc2ccccc12	-3	-4	-5	3	9	-6	4	11	1
58	CCOc1ccc(NC(=O)CSc2nnc(Cc3cccn3C)n2-c2ccc(F)cc2)cc1	-1	5	-2	-1	5	2	4	4	0.96
59	CCOc1cc2[nH]c(=S)n(CC3CCCN3CC)c(=O)c2cc1OCC (stereo not given)	-6	1	-21	-4	5	·	3	21	1.1
60	O=C(CSC1=NCCS1)Nc1nc(-c2ccccc2)cs1	0	4	-7	·	·	0	-6	·	1
61	CCOc1ccc(OCC)c(Nc2cc(C)nc3ncnn23)c1	1	-5	2	-13	7	-2	8	-4	1
62	Cc1ccc(-n2nc(C)c3c2OC(N)=C(C#N)C3c2ccccc2F)cc1 (stereo not given)	-2	12	-7	3	11	-3	2	1	1
63	CCOC(=O)c1oc2ccc(S(=O)(=O)Nc3ccc4c(c3)n(C)c(=O)n4C)cc2c1C	-4	39	-2	4	11	1	4	10	1
64	COC(=O)C1=CNC=C(C(=O)OC)C1c1cccc(OC)c1	1	-11	-9	-17	-30	-3	-418[fluorescence artefact?]	13	1.1
65	CCOc1ccc(S(=O)(=O)N2CCc3ccccc3C2)cc1	0	11	-6	9	5	-10	0	14	0.98
66	N#CCCCn1c(-c2ccccc2)noc1=O	-14	7	4	1	2	-12	-2	10	1
67	CCOC(=O)c1[nH]c2ccc(F)cc2c1NC(=O)CN1CCN(C/C=C/c2ccccc2)CC1	-3	10	-1	0	4	6	-40	16	1
68	CC(=O)Nc1ccc(S(=O)(=O)NCCNC(=O)c2ccccc2F)cc1	0	0	-16	6	2	1	-3	10	1
